High-throughput results deposited in PubChem by several laboratories.
NSD2 inh: NSD2 (human) methyltransferase inhibition | O96028 | NSD2 peptide methylation, AlphaScreen, 120 min | inhibition, % at 12.5 µM | 310,000 compounds, 0.54% hits | AID 743445; in the data active means inhibition above about 50%
DSG3 Ab inh: blocks pemphigus antibody binding to human desmoglein-3 | binding (percent of control), % at 10 µM | 310,000 compounds, 0.48% hits | DSG3-coupled beads, scFv-anti-DSG3-GFP binding, flow cytometry; stronger effect = lower value | P32926 | AID 588358;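 active means binding more than 3 SD below its plate's average and above zero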; further: some compounds called inactive have numbers as strong as hits
Target sequence (P32926 whole entry, looked up): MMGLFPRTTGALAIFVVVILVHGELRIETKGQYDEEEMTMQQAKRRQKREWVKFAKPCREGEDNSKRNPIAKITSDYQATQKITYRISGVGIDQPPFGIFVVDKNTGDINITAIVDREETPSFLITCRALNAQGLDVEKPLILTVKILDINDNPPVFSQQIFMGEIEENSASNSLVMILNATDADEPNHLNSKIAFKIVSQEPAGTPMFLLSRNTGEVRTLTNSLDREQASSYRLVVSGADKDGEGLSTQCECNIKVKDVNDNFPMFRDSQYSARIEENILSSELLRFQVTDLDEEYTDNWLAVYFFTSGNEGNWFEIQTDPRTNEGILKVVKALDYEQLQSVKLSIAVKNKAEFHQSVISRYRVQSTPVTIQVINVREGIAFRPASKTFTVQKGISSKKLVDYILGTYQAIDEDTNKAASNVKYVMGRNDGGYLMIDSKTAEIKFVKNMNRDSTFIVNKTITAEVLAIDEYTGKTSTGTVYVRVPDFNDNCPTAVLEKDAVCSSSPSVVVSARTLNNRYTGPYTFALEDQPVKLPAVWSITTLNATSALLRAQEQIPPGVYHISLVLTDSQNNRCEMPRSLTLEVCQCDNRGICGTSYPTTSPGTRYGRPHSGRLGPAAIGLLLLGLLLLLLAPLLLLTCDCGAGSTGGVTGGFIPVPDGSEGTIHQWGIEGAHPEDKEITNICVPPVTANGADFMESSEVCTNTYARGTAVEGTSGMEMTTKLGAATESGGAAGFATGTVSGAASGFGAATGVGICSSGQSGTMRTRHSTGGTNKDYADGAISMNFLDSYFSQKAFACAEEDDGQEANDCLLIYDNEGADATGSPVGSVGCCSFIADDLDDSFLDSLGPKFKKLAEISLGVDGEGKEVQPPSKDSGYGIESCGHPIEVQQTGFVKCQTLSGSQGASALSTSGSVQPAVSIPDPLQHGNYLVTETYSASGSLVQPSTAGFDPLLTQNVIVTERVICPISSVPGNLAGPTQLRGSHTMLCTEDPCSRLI
CAL PDZ FP-1: blocks peptide binding to human CAL PDZ domain | inhibition, % at 20 µM | Q9HD26 | AID 504414 | purified CAL PDZ, TMR-peptide fluorescence polarization, 1 h | 330,000 compounds, 0.02% hits;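 active means highest replicate inhibition of at least 40%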;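 further: plate controls were DMSO neutral control wells for no effect and unlabeled competitor peptide control wells for full effect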
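Test system: purified CerCALP PDZ construct; Compound dosing: one concentration, 20 µM compound; Also added: TMR-labelled reporter peptide T*-PRC34 bound in PDZ groove; Read-out: inhibition from polarization loss; Controls: unlabelled peptide and DMSO controls; Signal: FP readout, S and P plane fluorescence; Incubation: 1 h at RT.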
V-ATPase pHluor: regulators of yeast V-ATPase proton transport. 350,000 compounds, 0.37% hits. response, % at 10 µM. S. cerevisiae, pHLuorin cytosolic pH fluorescence; in the data active means response mostly above about 7.3%, no sharp cut-off; inactive means mostly below about 5.4%; further: actives read high; inactives centre near 0; some compounds called inactive have numbers as strong as hits
Keap1-Nrf2 PPI: Keap1-Nrf2 (human) interaction inhibition | Q14145 | Keap1 Kelch-Nrf2 peptide fluorescence polarization, 1536-well | inhibition, % at 9.4 µM | 340,000 compounds, 0.15% hits; in the data active means inhibition above about 12%;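 further: human Keap1 Kelch domain with fluorescein labeled Nrf2 9mer peptide probe; 0% = neutral control wells and 100% = peptide positive control; higher means more block of Keap1 binding to Nrf2 peptide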
Arr AP2 block: inhibitors of human beta-arrestin and AP2 interaction | inhibition, % at 10 µM | 340,000 compounds, 0.31% hits | FITC-arrestin peptide / GST-AP2 beads, flow cytometry; AP2 beta2 appendage carries R879A mutation;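 active means inhibition above a set limit, near 3 SD of compounds lacking own fluorescence, cut at about 54% in these data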;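 further: plate controls were DMSO wells for no effect and 5 µM unlabelled arrestin peptide for full effect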
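System: GST-tagged AP2 beta2-adaptin appendage (R879A) on 4 µm glutathione beads / Reagent: FITC-arrestin peptide, 50 nM / Detection: HyperCyt-sampled flow cytometry, FL1 channel, ex 488/em 535 nm / Timing: 12 min plus 1 h, RT / Buffer or medium: PBS plus Tween 20 (0.05%) and BSA (0.1%)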
DAGLB inh: blocks human DAGLB lipase activity | Q8NCG7 | HEK293T DAGLB membrane lysate, EnzChek fluorogenic substrate | inhibition, % at 5.17 µM | 340,000 compounds, 0.059% hits; in the data active means inhibition above about 34%;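 further: 0% = enzyme with vehicle and 100% = wells lacking enzyme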
Cardiac RTF inh: cardiac RTF calcium desensitization. IANBD-labeled cardiac RTF, Ca2+ fluorescence. AID 493244. inhibition, % at 7.15 µM. 340,000 compounds, 0.12% hits. P19429+P45379;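 active means inhibition above the mean inhibition of all tested compounds plus 3 SD, cut at about 17% in these data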;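 further: assay run at fixed EC70 calcium of 1.6 mM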
CAL PDZ FP-2: blocks peptide binding to the human CAL PDZ domain; Q9HD26; purified CAL PDZ, TMR-peptide fluorescence polarization, 1 h; inhibition, % at 24.9 µM; 300,000 compounds, 0.92% hits; AID 602252;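 active means mean inhibition of at least 30% with at least half of replicates also reaching 30%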;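 further: 0% = DMSO neutral control and 100% = excess unlabeled competitor peptide PRC23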
LANA DNA inh: KSHV C-LANA DNA binding inhibition; AID 504423; inhibition, % at 9 µM; MBP-C-LANA/FAM-LBS DNA binding, fluorescence polarization; 340,000 compounds, 0.078% hits;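 active means highest replicate inhibition at or above 60% at 9 µM, even if other replicates fall short; inactive means all replicates below 60% inhibition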;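 further: 0% = neutral control wells and 100% = 4 µM acridine orange control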
Active calls of the source: *; . = no result given. These rows are one share of the data; rates above refer to the full screens.

Below each compound – LANA DNA inh, DSG3 Ab inh, Keap1-Nrf2 PPI, Cardiac RTF inh, CAL PDZ FP-1, V-ATPase pHluor, NSD2 inh, CAL PDZ FP-2, DAGLB inh, Arr AP2 block
O=C(NN=C1CCCCCCC1)C(=O)NC1CCCCC1
  1.9, ., 0, -7, 0.2, 0, -8, -2, -3, 6
COC(=O)C(N)Cc1ccc(O)c(O)c1 (centres undefined)
  -3.3, 99, -3, 0, -0.2, ., -1, -2, -3, 81*
CCOc1ccc2c(c1)-c1c(ssc1=S)C(C)(C)N2C(=O)CSC1=NCCS1
  0.3, 94, -5, -14, -0.1, 0, -1, -5, 20, 0
CCN(CC(=O)NC1CCS(=O)(=O)C1)C(=O)c1ccc(OC)c([N+](=O)[O-])c1 (centres undefined)
  0.2, 95, 3, -7, -1.2, -1, -1, 6, 1, 7
COc1ccc(OC)c(N(C(=O)c2ccco2)C(C(=O)NC2CCCC2)c2cc(OC)c(OC)c(OC)c2)c1 (centres undefined)
  0.1, 104, 0, -14, -1.9, 0, 26, 6, -3, -5
c1ccc(-c2cc3nccc(-c4ccccn4)n3n2)cc1
  0.9, 103, -6, -10, -2.4, -4, -13, 2, -6, 2
O=C(COc1ccc(S(=O)(=O)Nc2ccc(Cl)cc2)cc1)N1CCOCC1
  -0.5, 107, -1, -9, -0.9, 0, -4, 100*, 2, -9
O=C(CN1C(=O)C(=O)N(C2CCCC2)C1=O)Nc1cc(Cl)ccc1[N+](=O)[O-]
  0.1, 107, -6, -1, 0.2, -3, 0, ., -4, 0
CS(=O)(=O)c1ccc(C(=O)OCC(=O)c2ccc(Cl)s2)cc1
  1.5, 104, -3, -8, 4.1, -6, 0, -2, -1, 2
CCOC(=O)C1=C(C)N(C)C(C)=C(C(=O)OCC)C1c1ccccc1
  0.9, 72, 5, 1, 0.6, 0, -2, 5, -4, 2
O=C(CN1CCCC1)NC1C2CC3CC(C2)CC1C3 (centres undefined)
  -0.8, 99, -2, -5, -0.8, 6, 0, -1, -1, 9
CC(=O)Nc1sc(C)c(C)c1C(=O)OCC(=O)NCc1ccc(F)cc1
  0.7, 103, 2, -8, 0.5, -6, -2, ., 2, -25
O=C(CSc1cccc[n+]1[O-])c1ccc(Cl)cc1
  0.5, 100, -2, 5, 18, -1, -3, 52*, 0, -12
Cc1ccc(-c2nnc(N3CCN(C(=O)c4cccs4)CC3)c3ccccc23)cc1
  -0.9, ., -5, 1, -0.8, 7, 2, -7, 0, -7
CC(=O)Nc1cccc(OCCCNC(=O)c2ccc(F)cc2)c1
  0.5, ., -4, 3, -0.7, -1, -1, -8, -4, -13
NC(=O)C1(N2CCCCC2)CCN(S(=O)(=O)c2ccccc2)CC1
  -1.2, 115, -3, -12, -4.1, -4, -1, -4, -2, -21
COc1ccc(N2CC(C(=O)Nc3ccncc3)CC2=O)cc1 (centres undefined)
  -0.5, ., 1, -30, 1.0, 1, -2, 10, -2, 7
CCN1CCN(C(=O)c2cc3c(=O)n(C)c4ccccc4c3n2C)CC1
  0.5, 106, -2, 1, -1.1, 5, ., ., 2, -3
CCN1CCC2(CC1)C(C#N)=C(N)Oc1c2sc2nc(C)cc(C)c12
  2.9, ., -8, -18, ., 3, 25, -10, -2, 2
COc1ccc(N2CC(C(=O)N[C@@H](C)C(=O)NC(C)c3ccccc3)CC2=O)cc1 (some centres undefined)
  -0.3, 106, -3, -3, -0.6, 7, 1, 4, 1, 1
CN(CCOc1ccc(Br)cc1)C(=O)CNC(=O)c1ccc2ccccc2c1
  1.1, 106, -3, -1, -1.2, -6, 0, -6, -6, 1
Cc1c(C)c2ccc(OCC(=O)N3CCC[C@@H]3C(=O)O)c(C)c2oc1=O
  -0.6, 110, 0, -1, 0.9, 1, ., -2, -4, 25
O=C(Cc1cccc2ccccc12)Nc1ccc(O)cc1C(=O)O
  0.5, 95, -2, -6, ., 5, 0, -4, 0, 3
COc1ccc(N(CC(=O)NC2CCCC2)C(=O)Cn2nnc(-c3ccc(C)cc3)n2)cc1OC
  1.3, 98, 1, -4, -2.0, -1, -2, ., -1, 4
COc1ccc2cc(C)c3nnc(SCc4cccnc4)n3c2c1
  0.6, 109, 3, 0, -1.6, -5, -2, -2, 2, 9
CC(=O)Nc1cc2c(cc1NC(=O)Cn1nc(-c3ccccc3F)ccc1=O)OCCO2
  -0.3, 103, -1, -7, ., 0, -3, -8, 1, 5
CC1(C)CC(=O)C2=C(C1)OC(N)=C(C#N)C2c1cc2c(cc1[N+](=O)[O-])OCO2 (centres undefined)
  22, 96, 15*, -14, -0.7, 1, -2, -2, -4, 6
CCN1C(=O)c2cccc3c(S(=O)(=O)N(C(=O)c4ccncc4)c4ccc(OC)cc4)ccc1c23
  0.3, ., -2, 5, -1.8, -4, 1, -6, 1, 13
O=C(CN1C(=O)c2ccccc2C1=O)N1CCCCC1
  -1.5, 101, -1, -9, 4.1, -2, -3, 1, 0, 6
Cc1ccc(NC(=O)C2CCN(S(=O)(=O)c3cc([N+](=O)[O-])ccc3Cl)CC2)nc1
  0.9, 95, -5, 2, -0.9, -3, 18, -3, 0, 16
CCCOc1ccc(C2C(C(=O)c3cc4ccccc4o3)=C(O)C(=O)N2c2cc(C)on2)cc1 (centres undefined)
  0.3, 96, -5, -3, -2.5, 3, -1, -3, 12, 1
CCOc1cc(N2CCOCC2)c(OCC)cc1NC(=O)COC(=O)c1cc2ccccc2cc1O
  0.2, 100, -3, -2, -0.7, 1, -2, -7, 2, -10
COCCCn1c(SCC(=O)Nc2nnc(C)s2)nnc1-c1ccoc1C
  1.6, 105, -4, -4, ., -2, 1, -5, -3, 1
COc1ccc(CNC(=O)c2ccc(Br)s2)cc1OC
  -0.1, ., 0, 0, -0.5, -2, 0, ., -3, -4
COc1cc(NC(=O)COC(=O)CC2CC3CCC2C3)cc(OC)c1 (centres undefined)
  -1.9, 123, 0, 6, -1.2, 4, -3, -3, -6, 29
COc1ccc(OC)c(CNC(=O)c2ccc(C)c(NC(=O)C3=C(C)OCCS3)c2)c1
  0.7, 102, 0, 5, -2.4, 2, -1, -3, 0, 35
O=C(NC1CCCCC1)c1cc(N2C(=O)CCC2=O)ccc1Cl
  5.0, ., -1, -4, -2.2, 2, -1, 2, -2, 24
CCOc1ccc(NC(=O)Cn2nnc(C(=O)NCc3ccc4c(c3)OCO4)c2N)cc1
  1.0, 93, -3, -4, 0.2, 0, 1, ., 0, 16
CCC(=O)Oc1ccc(-c2cnc3ccccc3n2)cc1
  1.4, 103, 8, -4, -3.0, 0, -1, -4, -2, -8
COCCSc1nnc(NS(=O)(=O)Cc2ccccc2)s1
  -0.7, 95, 2, -2, -2.0, -6, 19, -3, 2, 9
O=C(CCc1ccc(S(=O)(=O)NCc2ccccc2)cc1)NCC1CCCO1 (centres undefined)
  0.0, ., 1, 4, -2.5, 3, -2, -2, 1, 26
COc1ccc(-c2csc3nc(-c4ccccc4F)oc(=O)c23)cc1OC
  1.5, 100, -2, 4, 1.4, 2, 34, -1, 8, 13
Cn1c(CO)cnc1S(=O)(=O)Cc1c(Cl)cccc1Cl
  -2.5, 91, 1, -1, 1.5, 0, -6, -4, -2, -1
CCN(CC)CCn1c(=S)[nH]c2cc(C(=O)NCc3ccccc3Cl)ccc2c1=O
  -1.3, ., 0, -6, -2.7, -2, 5, -8, 1, 13

An excerpt of these results, tab-delimited.
mol	LANA DNA inh	DSG3 Ab inh	Keap1-Nrf2 PPI	Cardiac RTF inh	CAL PDZ FP-1	V-ATPase pHluor	NSD2 inh	CAL PDZ FP-2	DAGLB inh	Arr AP2 block
CCCOc1ccc(C2C(C(=O)c3cc4ccccc4o3)=C(O)C(=O)N2c2cc(C)on2)cc1 (centres undefined)	0.3	96	-5	-3	-2.5	3	-1	-3	12	1
CCOc1cc(N2CCOCC2)c(OCC)cc1NC(=O)COC(=O)c1cc2ccccc2cc1O	0.2	100	-3	-2	-0.7	1	-2	-7	2	-10
COCCCn1c(SCC(=O)Nc2nnc(C)s2)nnc1-c1ccoc1C	1.6	105	-4	-4	.	-2	1	-5	-3	1
COc1ccc(CNC(=O)c2ccc(Br)s2)cc1OC	-0.1	.	0	0	-0.5	-2	0	.	-3	-4
COc1cc(NC(=O)COC(=O)CC2CC3CCC2C3)cc(OC)c1 (centres undefined)	-1.9	123	0	6	-1.2	4	-3	-3	-6	29
COc1ccc(OC)c(CNC(=O)c2ccc(C)c(NC(=O)C3=C(C)OCCS3)c2)c1	0.7	102	0	5	-2.4	2	-1	-3	0	35
O=C(NC1CCCCC1)c1cc(N2C(=O)CCC2=O)ccc1Cl	5.0	.	-1	-4	-2.2	2	-1	2	-2	24
CCOc1ccc(NC(=O)Cn2nnc(C(=O)NCc3ccc4c(c3)OCO4)c2N)cc1	1.0	93	-3	-4	0.2	0	1	.	0	16
CCC(=O)Oc1ccc(-c2cnc3ccccc3n2)cc1	1.4	103	8	-4	-3.0	0	-1	-4	-2	-8
